From PubChem
EPAC2 antagonist – qHTS for Antagonist of cAMP-regulated guanine nucleotide exchange factor 2 (EPAC2): primary screen; Rap guanine nucleotide exchange factor 4 (Homo sapiens), Q8WZA2; Potency, µM (top dose mostly 114 µM), inactives show at the highest dose activity, negative = inhibition, actives largely listed as inhibitors; EPAC2 GEF exchange of Rap1B-BODIPY-GDP, fluorescence; 360,000 tested, 0.18% active; further: potency means the concentration at half of the fitted maximal effect; on the % scale 0 is the no-effect control and ±100 the full control effect; nearly all actives have a fitted effect of over 45% in size; many of its hits are not listed in these tables
Target sequence (Q8WZA2 whole entry, looked up): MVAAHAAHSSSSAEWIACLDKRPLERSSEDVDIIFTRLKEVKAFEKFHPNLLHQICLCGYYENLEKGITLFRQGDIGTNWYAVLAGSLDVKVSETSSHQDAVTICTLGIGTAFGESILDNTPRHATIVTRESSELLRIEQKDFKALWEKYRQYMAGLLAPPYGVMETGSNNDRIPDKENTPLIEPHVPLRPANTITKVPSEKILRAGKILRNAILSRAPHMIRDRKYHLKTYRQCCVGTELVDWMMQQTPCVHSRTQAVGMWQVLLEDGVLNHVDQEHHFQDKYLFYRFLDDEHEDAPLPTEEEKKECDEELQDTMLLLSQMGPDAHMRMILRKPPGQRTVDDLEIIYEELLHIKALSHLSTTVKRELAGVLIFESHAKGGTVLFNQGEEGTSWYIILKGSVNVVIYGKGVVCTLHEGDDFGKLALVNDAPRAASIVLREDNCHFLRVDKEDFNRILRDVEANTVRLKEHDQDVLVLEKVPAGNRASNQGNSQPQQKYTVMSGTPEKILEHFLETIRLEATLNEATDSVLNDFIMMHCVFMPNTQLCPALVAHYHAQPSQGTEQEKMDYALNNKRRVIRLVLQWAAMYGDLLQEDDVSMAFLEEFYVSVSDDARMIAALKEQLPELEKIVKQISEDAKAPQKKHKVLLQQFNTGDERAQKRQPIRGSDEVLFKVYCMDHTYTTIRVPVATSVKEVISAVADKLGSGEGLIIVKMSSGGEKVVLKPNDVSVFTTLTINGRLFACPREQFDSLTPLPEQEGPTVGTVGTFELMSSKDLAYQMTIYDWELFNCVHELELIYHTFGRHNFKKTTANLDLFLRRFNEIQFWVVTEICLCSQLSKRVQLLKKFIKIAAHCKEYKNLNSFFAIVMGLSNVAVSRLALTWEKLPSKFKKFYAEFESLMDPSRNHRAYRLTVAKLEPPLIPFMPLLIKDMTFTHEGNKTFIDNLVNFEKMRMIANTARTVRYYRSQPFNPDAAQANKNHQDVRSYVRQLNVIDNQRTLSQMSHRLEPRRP
Akt phos inh – HTS Assay for Inhibitors of Akt Phophorylation: Primary Screen. Neuro2A IGF-stimulated pAkt S473 HTRF, 20 min; active compounds read low. activity change, % for hits at 50 µM. AID 651550, 2012. 360,000 tested, 0.32% active; in the data active means activity change below about -80%; inconclusive means mostly about -51% to -80%; further: on the % scale 0 is the no-effect control and ±100 the full control effect
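Neuro2A cells in DMEM with 0.5% FBS, overnight at 37 deg C, given compound at single 50 µM final, then IGF (6 nM final) for 20 min at 37 deg C. Lysed; phospho-Akt Ser473 by HTRF after 24 h, 665/615 ratio.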
EPAC2 ag – qHTS for Agonist of cAMP-regulated guanine nucleotide exchange factor 4 (EPAC2): primary screen; EPAC2 activation, biochemical qHTS; response scale: 100% = 6.5 mM cAMP response; Potency, µM (titrated, usually from 154 µM), inactives show at the highest dose activation, usual class: activators; 360,000 tested, 0.079% active; AID 720711, 2013; further: potency means the concentration at half of the fitted maximal effect; nearly all actives have a fitted effect of over 50% in size
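Setup: EPAC2 100 nM, labeled Rap1B complex 250 nM, free GDP 50 uM. Compound titrations pinned in, brief spin, 5 min room temperature incubation. Kinetic fluorescence read over 30 min, normalized to 6.5 mM cAMP.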
Nrf2 ARE act – qHTS of Nrf2 Activators | AREc32 ARE-luciferase reporter (MCF7-derived line), luminescence, 24 h | Potency, µM (titrated, usually from 46.1 µM), without a hit: at the top dose activation, actives largely listed as activators | 410,000 tested, 0.31% active | AID 624171, 2012; further: potency means the concentration at half of the fitted maximal effect; % of control where 0% means no effect; nearly all actives have a fitted effect of over 65% in size
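Each well held 1000 AREc32 cells, which were incubated with compound for 24 hr at 37 deg C after overnight attachment, and ARE reporter activity was quantified by firefly luciferase luminescence.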
Nrf2 block – Nrf2 qHTS screen for inhibitors. 360,000 tested, 2.1% active. Potency, µM (series often up to 46 µM), without a hit: at the highest dose activity change, negative = inhibition, usual class: inhibitors. AID 504444, 2011. A549 ARE-Fluc reporter, luciferase luminescence, 18-24 h; further: potency means the concentration at half of the fitted maximal effect; on the % scale 0 is the no-effect control and ±100 the full control effect; nearly all actives have a fitted effect of over 60% in size
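Reporter: ARE-Fluc in A549. Exposure: 18-24 h, 37 °C, 5% CO2, 5% FBS OPTI-MEM. Readouts: fluorescent cytotoxicity (CellTiter-Fluor), then luminescent Nrf2 signal after BugLite.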
MmCpn inh – Inhibitors of TCP-1 ring complex (TRiC) of Methanococcus maripaludis (MmCpn): qHTS; Chaperonin Mm-Cpn (Methanococcus maripaludis); purified Mm-Cpn ATPase, ADP Transcreener TR-FRET; 330,000 tested, 0.031% active; Potency, µM (doses to about 76.9 µM), inactives show top-dose activity, negative = inhibition, most hits filed as inhibitors; further: potency means the concentration at half of the fitted maximal effect; on the % scale 0 is the no-effect control and ±100 the full control effect; nearly all actives have a fitted effect of over 80% in size
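Measured: ADP formation by purified Mm-CPN. Conditions: 25 nM protein, 10 uM ATP, Tris pH 7.4 with Mg2+, K+ and DTT, 37°C for 30 min. Detection: Transcreener HTRF after 30 min at room temperature.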
CCT modulator – High-Throughput Screening for Modulators of Cytosolic Chaperonin Activity; purified chaperonin ATPase assay, HTRF ADP detection, 30 min; activity change, % (no concentration beside the values), hits read low; 360,000 tested, 0.3% active; AID 651819, 2012; in the data active means activity change below about -30%; further: on the % scale 0 is the no-effect control and ±100 the full control effect
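ATPase activity: ADP formed was measured by HTRF Transcreener (665/615 nm ratio) after 30 min at 37 deg C with 10 uM ATP. Compounds screened at one 76 uM concentration against 40 or 20 nM TRiC in Tris pH 7.4/KCl/MgCl2/DTT buffer.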
A549 viability – Nrf2 qHTS screen for inhibitors: counterscreen for cytotoxicity. Potency, µM (titrated, usually from 46 µM), without a hit: top-dose activity change, negative = cytotoxicity, hits mostly inhibitors. A549 ARE-Fluc cells, CellTiter-Fluor viability, 18-24 h. 390,000 tested, 0.16% active. AID 504648, 2011; further: potency means the concentration at half of the fitted maximal effect; on the % scale 0 is the no-effect control and ±100 the full control effect
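A549 ARE_Fluc cells in 5% FBS OPTI-MEM were exposed to compounds in concentration-response for 18-24 h at 37 deg C. Viability was read by CellTiter-Fluor fluorescence (Ex 405/Em 525) after 30 min, before the luciferase read.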
TGFb SMAD3 inh – qHTS for Inhibitors of TGF-b | HepG2 CAGA-GFP TGF-b/SMAD3 reporter, GFP fluorescence, 18 h; TGF-beta stimulated, 500 pg/mL final | Potency, µM (top dose mostly 46.1 µM), without a hit: at the highest dose activity, negative = inhibition, hits mostly inhibitors | 410,000 tested, 1.2% active | AID 588855, 2011; further: potency means the concentration at half of the fitted maximal effect; on the % scale 0 is the no-effect control and ±100 the full control effect; nearly all actives have a fitted effect of over 65% in size
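Read-out: total well GFP (ex488/em500-530) summed from mean per-cell fluorescence. Cells: HEPG2 CAGA-GFP, 1% FBS DMEM, 18 h at 37 degrees C with 500 pg/mL final TGF-beta. Unstimulated wells served as the full-inhibition control; stimulated DMSO wells = 0%.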
An asterisk follows results filed as active; i = inactive; ? = inconclusive; . = not tested or not shown. Unless noted, the call rests on the fitted dose curve; in most records, active means well fitted curve in the direction sought with a large enough effect; inconclusive means small, poorly fitted or top-dose-only effect, or another doubt; inactive means no such curve, though single readings can be large; an effect the other way counts as inactive or inconclusive. Some of the compounds tested, so the mix of outcomes need not match the whole.

Start of the data: the first 2 records as a preview:
SMILES	EPAC2 antagonist	Akt phos inh	EPAC2 ag	Nrf2 ARE act	Nrf2 block	MmCpn inh	CCT modulator	A549 viability	TGFb SMAD3 inh
CCn1c(O)c(C=NC2CCCC(C)C2C)sc1=S (stereo not given)	-8%	i	8%	4.0%	?	-2%	-1.1	?	?
O=c1[nH][nH]c2c1[C@H](c1ccc(F)cc1)O[C@H](CCc1ccccc1)C2	3%	i	8%	-0.2%	.	.	0.2	.	.

The whole of this part, from the first entry:
SMILES	EPAC2 antagonist	Akt phos inh	EPAC2 ag	Nrf2 ARE act	Nrf2 block	MmCpn inh	CCT modulator	A549 viability	TGFb SMAD3 inh
CCn1c(O)c(C=NC2CCCC(C)C2C)sc1=S (stereo not given)	-8%	i	8%	4.0%	?	-2%	-1.1	?	?
O=c1[nH][nH]c2c1[C@H](c1ccc(F)cc1)O[C@H](CCc1ccccc1)C2	3%	i	8%	-0.2%	.	.	0.2	.	.
O=C(O)CCC(=O)Nc1ccccc1C(=O)NCCc1ccccc1	-3%	i	-6%	2.9%	26%	1%	-2.4	-4%	-15%
CCc1ccccc1N1CC(c2nc3ccccc3n2Cc2cccc(C)c2)CC1=O (stereo not given)	.	.	.	-2.1%	?	.	.	-22%	6.3µM*
Cn1cccc1CNC1CCCC1	15%	i	-2%	0.3%	1%	0%	-3.0	-2%	-10%
N=C1/C(=C/c2ccco2)C(=O)N=C2SC(CC(=O)N3CCCC3)=NN12	2%	i	0%	3.1%	5%	0%	-1.5	-7%	21%
c1cncc(-c2nc(NCCCN3CCOCC3)c3c4c(sc3n2)CCC4)c1	2%	i	8%	17%	0%	-16%	-2.7	3%	-29%
Cc1ccc(S(=O)(=O)N/N=C/c2ccc(OCC(=O)Nc3ccccc3Cl)cc2)cc1	1%	i	17%	4.4%	-28%	1%	-1.2	-1%	?
CN(C)C(=S)Nc1ccc(Br)c(Cl)c1	2%	i	2%	6.4%	-5%	-1%	0.8	-4%	-28%
COCCCNc1nc2c(-c3cccc(Br)c3)nnn2c2ccccc12	.	.	.	4.3%	2%	.	.	5%	-26%
O=C(O)COc1ccccc1/C=C1\C(=O)Nc2ccc(Br)cc21	-4%	i	-1%	0.4%	1%	0%	-1.5	-9%	-5%
N=c1ccn(Cc2ccc(F)cc2)cc1	4%	i	8%	-0.5%	2.3µM*	0%	-1.1	-13%	-17%
CC1CCN(C(=O)CCCN2C(=O)c3cccnc3Oc3ccc(Cl)cc32)CC1	15%	i	-6%	2.8%	?	3%	1.3	1%	-14%
O=C(COC(=O)CNC(=O)c1sc2ccccc2c1Cl)NC1CCS(=O)(=O)C1 (stereo not given)	6%	i	1%	-0.1%	-17%	-4%	-0.5	-3%	-5%
CCC1CCC/C1=N\NC(=O)c1ccc(Cl)cc1 (stereo not given)	1%	i	8%	5.2%	17%	.	0.9	?	-5%
Cc1nn2c(Nc3ccccc3)c3c(nc2c1-c1ccccc1)CCC3	-1%	i	1%	-0.9%	-7%	-3%	0.7	?	?
COC(=O)CCN1CCN(S(=O)(=O)c2ccccc2Br)CC1	8%	i	6%	0.0%	-4%	0%	-0.2	0%	-14%
C=CCC[C@@H](Cc1ccc(F)cc1)C(=O)OC[C@H]1CCCN1C(=O)[C@@H](CC=C)CC(=O)N[C@H](CO)Cc1ccccc1	-12%	i	-10%	-1.2%	?	?	-1.8	?	?
O=C1C=C(N2CCOCC2)CO1	-8%	i	8%	-0.8%	7%	.	0.0	3%	-5%
Cc1ccc(C)c2sc(NC(=O)C3CC3)nc12	0%	i	-4%	11µM*	-16%	-1%	-2.1	-2%	-16%
CC1(C(=O)O)CCC(C(=O)NC2CCCCC2)C1(C)C (stereo not given)	1%	i	8%	0.3%	3%	2%	-1.2	-4%	17%
CCCOc1ccc(-c2c(C(=O)N/N=C(\C)COc3ccccc3)nnn2-c2nonc2N)cc1	-10%	i	-14%	0.1%	11%	1%	-0.8	7%	-1%
CC(C)c1ccc(CC(=O)N2CCC2(C)C(=O)Nc2ccc3c(c2)OCCO3)cc1 (stereo not given)	-14%	i	13%	3.1%	.	.	-2.6	.	19%
CC[C@H](C)[C@H]1CNC(=O)C(=O)N1CC1CCN(CCc2ccccc2)CC1	-3%	i	6%	0.4%	4%	.	0.0	-3%	-1%
Cc1ccc(C(=O)CC2(O)C(=O)N(CCc3ccccc3)c3ccc(Br)cc32)o1 (stereo not given)	2%	i	30%	5.7%	.	1%	1.6	3%	?
COc1cc(C(=O)Nc2nnc(CC(=O)NCc3ccccc3)s2)cc(OC)c1OC	2%	i	1%	-0.7%	-21%	2%	-2.3	-2%	3%
C#CCOCCOCCOCCNc1nc(N2CCN(C(=O)[C@H]([C@@H](C)CC)n3cc([C@@H](N)CC(C)C)nn3)CC2)nc(N2CCN(C(=O)[C@H]([C@@H](C)CC)n3cc([C@@H](N)CC(C)C)nn3)CC2)n1	9%	i	-6%	1.1%	6%	.	-0.7	0%	22%
O=S(=O)(c1cnccc1N1CCN(/N=C/c2ccc(Cl)cc2)CC1)N1CCCCC1	-5%	i	5%	-0.3%	0%	-1%	-0.6	0%	?
CCN1CCN(CCCOc2ccc(-c3ccccc3)cc2)CC1	4%	i	2%	3.5%	?	0%	-8.2	-6%	-24%
Nc1cc(N)nc(SCC(=O)Nc2cc(S(=O)(=O)N3CCOCC3)ccc2Cl)n1	-9%	i	-18%	-0.1%	-6%	-3%	-3.4	8%	?
O=C(CSc1nnc(-c2ccco2)o1)NC1CCCCCC1	-4%	i	-9%	0.1%	-3%	0%	-1.1	-3%	0%
CN(C(=O)CN1C(=O)S/C(=C\c2ccccc2Cl)C1=O)C1CCS(=O)(=O)C1 (stereo not given)	5%	i	4%	1.8%	11%	-2%	-3.3	-8%	-5%
Cc1ccc(/C=C(\C#N)C(=O)Nc2c(C)cccc2C)s1	-1%	i	5%	-0.3%	-24%	-7%	-2.3	3%	0%
NC(N)=Nc1nc2ccc([N+](=O)[O-])cc2[nH]1	3%	i	6%	0.0%	11%	3%	0.7	0%	-4%
OC(c1ccc(-c2ccccc2)cc1)c1ncc(-c2ccccc2Cl)[nH]1 (stereo not given)	2%	i	5%	1.2%	.	.	-0.2	.	?
Cc1ccc(S(=O)(=O)N(CC(=O)N2CCc3ccccc3C2)c2ccc(C)c(C)c2)cc1	.	.	.	4.7%	-10%	.	.	0%	?
CN(C(=O)c1ccccc1C(=O)OCC(=O)Nc1ccc(S(N)(=O)=O)cc1)c1ccccc1	-4%	i	1%	-0.1%	-2%	-1%	-2.1	-3%	4%
C=CCc1ccccc1OCC(=O)NNC(=S)NCc1ccccc1	-1%	i	2%	0.0%	-7%	3%	-34*	0%	?
CCC(c1nnc(SCC(=O)NC23CC4CC(CC(C4)C2)C3)o1)N(C)C (stereo not given)	1%	i	4%	-0.2%	3%	-3%	-2.2	-3%	3%
COc1ccc(NC(=O)[C@H]2O[C@@H]3OC(C)(C)O[C@@H]3[C@H]3OC(C)(C)O[C@H]32)c(OC)c1	.	.	.	0.1%	19%	.	.	2%	-8%
Cc1nc2cc(NS(=O)(=O)c3ccc(Br)cc3)ccc2n1C	4%	i	-3%	-0.2%	?	-3%	0.2	1%	7%
CCOC(=O)c1ccc2ncc(-c3ccccc3)nc2c1	-3%	i	10%	3.1%	?	-1%	0.3	22%	2%
COc1ccc(CNC(=O)CCc2c(C)nc3c(c(C)nn3-c3ccccc3)c2C)cc1	.	.	.	0.6%	-30%	.	.	-1%	-6%
CCOc1ccccc1NS(=O)(=O)c1c(C)nc2sccn2c1=O	.	.	.	0.5%	13%	.	.	2%	-1%

No new results follow: entries from further up.
SMILES	EPAC2 antagonist	Akt phos inh	EPAC2 ag	Nrf2 ARE act	Nrf2 block	MmCpn inh	CCT modulator	A549 viability	TGFb SMAD3 inh
Cc1nc2cc(NS(=O)(=O)c3ccc(Br)cc3)ccc2n1C	4%	i	-3%	-0.2%	?	-3%	0.2	1%	7%
CCOC(=O)c1ccc2ncc(-c3ccccc3)nc2c1	-3%	i	10%	3.1%	?	-1%	0.3	22%	2%
COc1ccc(CNC(=O)CCc2c(C)nc3c(c(C)nn3-c3ccccc3)c2C)cc1	.	.	.	0.6%	-30%	.	.	-1%	-6%
CCOc1ccccc1NS(=O)(=O)c1c(C)nc2sccn2c1=O	.	.	.	0.5%	13%	.	.	2%	-1%
